Calpain2 inh = inhibitors of pig calpain II; purified calpain II, fluorogenic peptide substrate, 30 min; inhibition, % at 16 µM; 220,000 tested, 0.37% active;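 active = inhibition above about 50%, limit read from the data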
KCC2 mod = modulates chloride dependent transport by human KCC2. Q9H2X9. KCC2 cells, thallium flux FluoZin-2 fluorescence. B-score of Tl+ flux slope (higher = more flux/activation; lower = inhibition) at 10 µM. 190,000 tested, 2.2% active. AID 1456;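 active = thallium flux slope and its plate-corrected score both differing from the plate sample mean at a set confidence after two filtering rounds, in either direction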;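 also: slope of fluorescence scaled to starting intensity during 10 to 20 s after thallium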
Rad51 HR inh = blocks human Rad51 in homologous recombination | Q06609 | hRad51 DNA strand exchange, fluorescence dequenching | inhibition, % at 10 µM | 200,000 tested, 0.085% active | AID 1385;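 active = inhibition above 40% at the single screening dose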;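 also: 0% = DMSO control wells and 100% = blanks with heterologous ssDNA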
Target sequence (Q06609 whole entry, looked up): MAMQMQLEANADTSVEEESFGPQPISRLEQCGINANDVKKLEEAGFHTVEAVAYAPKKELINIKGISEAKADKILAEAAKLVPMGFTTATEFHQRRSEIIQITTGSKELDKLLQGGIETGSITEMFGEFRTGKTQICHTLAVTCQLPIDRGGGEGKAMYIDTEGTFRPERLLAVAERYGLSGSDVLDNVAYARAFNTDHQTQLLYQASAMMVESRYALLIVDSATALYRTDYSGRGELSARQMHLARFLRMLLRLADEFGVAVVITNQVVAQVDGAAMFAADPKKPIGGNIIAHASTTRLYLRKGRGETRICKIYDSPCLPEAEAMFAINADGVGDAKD
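System: human Rad51 nucleoprotein filaments preassembled on unlabelled ssDNA. Reagent: labelled 47-mer dsDNA for strand exchange. Schedule: 30-min compound preincubation and 15-min exchange, both room temperature. Measured by: FRET fluorescence dequenching, excitation 485 nm, emission 520 nm. Read-out: Fluorescence-based percent inhibition, control- and blank-normalised. Benchmarks: plate controls and plate blanks.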
Thrombin inh = thrombin (human) inhibition; P00734; alpha-thrombin, Boc-VPR-AMC fluorogenic substrate cleavage; inhibition, % at 5 µM; 220,000 tested, 0.26% active;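 active = inhibition at or above 40%; inactive = inhibition below 40%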;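 also: 0% = enzyme with no compound and 100% = wells without enzyme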
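Test system: human alpha-thrombin protein / Dosing: one concentration per compound, 5 µM, with 0.2% DMSO / Medium: pH 7.5 Tris-saline with Tween 20 / Benchmarks: no-compound enzyme wells and no-enzyme blanks / Read-out basis: percent inhibition of thrombin substrate cleavage / Timing: reaction at room temperature / Measured by: fluorescence, ex 355 nm, em 460 nm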
FXIa inh 1536 = factor XIa (human) inhibition. 220,000 tested, 0.14% active. purified FXIa, Boc-Glu-Ala-Arg-AMC fluorogenic substrate. P03951. AID 798. inhibition, % at 5 µM;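 active = inhibition of at least 40%; inactive = inhibition below 40%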;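 also: fluorescence of freed AMC excited at 355 nm; 0% = enzyme without compound and 100% = no enzyme blank; many of its hits are not listed in these tables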
FXIIa inh = factor XIIa (human) inhibition. 220,000 tested, 0.3% active. purified FXIIa, Boc-QGR-AMC fluorogenic substrate, 2 h. AID 800. inhibition, % at 5 µM; in the data active = inhibition above about 40%;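 also: 0% = enzyme with no compound and 100% = blank without enzyme; many of its hits are not listed in these tables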
Target sequence (P00748 20-372 limits assumed): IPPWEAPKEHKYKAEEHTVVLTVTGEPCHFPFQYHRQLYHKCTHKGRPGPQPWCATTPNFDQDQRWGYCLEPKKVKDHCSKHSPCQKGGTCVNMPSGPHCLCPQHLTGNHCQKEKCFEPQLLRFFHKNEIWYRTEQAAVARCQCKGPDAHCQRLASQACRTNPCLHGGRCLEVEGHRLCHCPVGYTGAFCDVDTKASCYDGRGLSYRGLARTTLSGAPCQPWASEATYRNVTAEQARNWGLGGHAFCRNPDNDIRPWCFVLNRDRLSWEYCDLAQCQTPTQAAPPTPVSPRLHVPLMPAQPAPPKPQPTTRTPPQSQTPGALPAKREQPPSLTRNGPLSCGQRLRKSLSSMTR
Target sequence (P00748 373-615 limits assumed): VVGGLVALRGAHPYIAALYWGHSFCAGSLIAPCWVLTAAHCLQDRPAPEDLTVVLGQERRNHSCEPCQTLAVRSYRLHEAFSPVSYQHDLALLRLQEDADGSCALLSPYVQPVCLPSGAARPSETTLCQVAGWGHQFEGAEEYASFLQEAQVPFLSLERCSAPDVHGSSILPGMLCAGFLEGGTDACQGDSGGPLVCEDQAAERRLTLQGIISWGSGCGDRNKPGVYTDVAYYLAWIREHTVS
PERK inh = human PERK inhibition, primary cell-based screen; CHO PERK-DD fusion, SEAP luminescence translation reporter; inhibition, % at 5.6 µM; 220,000 tested, 0.17% active; AID 1416;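 active = inhibition above the mean inhibition of all tested compounds plus 3 SD, set separately per screening campaign, cut at about 2.9% in these data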;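 also: PERK kinase domain activated by AP20187 dimerizer at 100 nM; 0% = DMSO with dimerizer and 100% = rapamycin at 8.4 µM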
hK5 inh = blocks human kallikrein 5 protease activity. Q9Y337. inhibition, % at 5 µM. 210,000 tested, 0.59% active. recombinant hK5, fluorogenic AMC substrate cleavage;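 active = inhibition of 40% or more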;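 also: 0% = enzyme controls without compound and 100% = no-enzyme blanks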
Furin inh = blocks human furin protease activity; 220,000 tested, 0.061% active; inhibition, % at 30 µM; purified furin, fluorogenic substrate cleavage; P09958; AID 463115; in the data active = inhibition above about 25%; also: inactives centre near -15
* = called active by the depositor; i = inactive; . = not tested or not shown; [ ] = dose if it differs, or a comment.

Each structure is followed by: PERK inh	FXIIa inh	Furin inh	KCC2 mod	FXIa inh 1536	Rad51 HR inh	Calpain2 inh	hK5 inh	Thrombin inh
O=C(Nn1c(O)c(C=C2N=c3ccccc3=N2)sc1=S)c1cccc(Cl)c1
 : -0.5	9	-11[20 µM]	.	2	6	-11	3	3
COC(=O)c1sccc1NC(=O)/C=C\c1ccc(Cl)cc1Cl
 : 0.3	8	-10[20 µM]	1.4	-2	11	-18	-9	-2
Cc1ccc2cc(CN(Cc3ccco3)C(=O)NCc3ccccc3)c(=O)[nH]c2c1C
 : -1.8	33	-2	-0.66	-12	-10	29	-8	4
CCOC(=O)N1CCN(C(=O)c2cn(CC)c3ccc(S(=O)(=O)N4CC(C)CC(C)C4)cc3c2=O)CC1 (stereo not drawn)
 : -0.3	9	-24	-0.3	1	6	-25	-3	5
COc1ccc(-c2c[n+](CC(=O)c3cccs3)c3n2CCC3)cc1
 : 0.5	5	-24	-0.53	3	.	-16	3	-7
CCC(=O)Nc1ccc(C(=O)OCC(=O)c2ccc(C)c([N+](=O)[O-])c2)cc1
 : 0.7	-2	-22	-0.21	-8	2	19	33	-6
CCCCCCn1cc(C(=O)OCC)c(=O)c2cc(F)c(F)cc21
 : -1.2	14	-19	-2.8	4	-13	-12	5	2
CN(C)CCOC(=O)C1(c2ccccc2)CCCC1
 : 0.2	13	0[20 µM]	.	-1	-6	-20	-1	3
Cc1cc(C)nc(N(C#N)Cc2ccccc2Cl)n1
 : 1.5	2	-30	0.18	-9	3	11	-4	-7
CC(=O)N(Cc1cccs1)C1CCOC(C)(C)C1 (stereo not drawn)
 : 0.7	16	-8[20 µM]	.	7	-1	-7	-14	-2
Cc1cc(C(=O)N/N=C/c2ccc([N+](=O)[O-])o2)c(C)o1
 : -0.1	5	-9	0.24	-2	5	16	-5	0
COC(=O)C(C)N(C(=O)c1cccc2ccccc12)c1c(C)cccc1C (stereo not drawn)
 : -0.6	8	-14[20 µM]	-3.7*	-5	2	-1	-17	-15
COC(=O)c1cc(C(=O)N2CCOCC2)cc([N+](=O)[O-])c1
 : -0.1	5	-16	0.14	-2	3	-23	-1	-10
O=C(O)CCNS(=O)(=O)c1ccc2c(c1)Cc1ccccc1-2
 : 0.4	24	-17	.	1	13	23	-8	3
COc1cccc(C(=O)Nn2cnnc2)c1
 : 1.2	11	-24	0.93	-2	-2	-39	11	-11
COc1cccc(NC(=O)CSc2ncnc3c2cnn3Cc2ccccc2)c1
 : -1.3	11	-14[20 µM]	0.23	4	1	-13	-7	-4
Cc1ccc(S(=O)(=O)N(C)CC(=O)N2CCc3ccccc32)cc1
 : 1.8	-10	-11[20 µM]	0.86	-2	2	12	-3	-12
CC(C)CC(NC(N)=O)C(=O)OCC(=O)Nc1ccc(OC(F)F)cc1 (stereo not drawn)
 : 1.1	5	-22	-0.2	-1	-6	-31	0	-1
On1nnc2cc(C(F)(F)F)ccc21
 : 2.0	2	-27	-0.031	-3	7	-24	-1	-4
Cc1cccc(CN2CCc3c(OCC(=O)N4CCCc5ccccc54)cccc3C2=O)c1
 : -0.3	15	-6	-1.8	7	0	6	-1	-1
Cc1ccnc(SCC(=O)O)n1
 : 1.0	17	-18	.	3	-1	7	-13	-8
O=C(c1cccc(-c2nnc(-c3ccccc3)o2)c1)N1CCCCC1
 : -0.9	-5	-19[20 µM]	-0.27	-7	-4	0	-6	-4
Cc1onc(-c2ccccc2)c1C(=O)Nc1nnc(N2CCCCCC2)s1
 : -0.8	1	0	0.011	-5	0	-5	-21	-9
O=Nc1ccc(NOC(=O)c2ccccc2)cc1
 : 1.2	31	-12	1.1	12	9	-10	-14	-5
Cc1cc(OCC(=O)Nc2ccc(S(=O)(=O)N3CCN(C)CC3)cc2)ccc1Cl
 : -0.4	12	-20[20 µM]	-0.4	9	-1	9	-10	2
Cc1nnc(SCc2cc(=O)[nH]c(=S)[nH]2)s1
 : -0.5	22	-8	-0.2	28	.	18	22	31
CC/C(=N/N=C(\CC)c1ccccc1)c1ccccc1
 : 1.4	16	-16	0.88	9	2	-1	-13	-4
COC(=O)c1ccc(NC(=O)c2cccc(C)c2[N+](=O)[O-])cc1
 : 0.0	4	-20	-1.4	-4	0	6	-4	-10
COc1ccc(NC(=O)c2sc(N3CCOCC3)nc2-c2ccccc2)c(OC)c1
 : -0.5	11	12	-1.1	11	-6	14	-1	-1
COc1cccc(C(=O)O/N=C(\N)c2ccc([N+](=O)[O-])cc2)c1OC
 : 0.5	8	-23	-0.56	-3	7	-2	-1	-2

The listing continues.
Each structure is followed by: PERK inh	FXIIa inh	Furin inh	KCC2 mod	FXIa inh 1536	Rad51 HR inh	Calpain2 inh	hK5 inh	Thrombin inh
CCCCN1C(=O)C(=O)N(c2ccccc2)C1=S
 : 0.7	5	-13	0.34	1	3	-7	-7	-5
CCCN(CCC)CC(O)Cn1cc(/C=C/C(=O)c2cccs2)c2ccccc21 (stereo not drawn)
 : -0.8	13	-4	i	5	-39	-5	-14	-9
Cc1ccc(C(=O)NC(=S)NCC2CCCO2)cc1[N+](=O)[O-] (stereo not drawn)
 : 1.8	0	-29	2.1	-5	-30	21	-6	-1
CC1(C)NC(=O)N(c2ccccc2Cl)C1(C)NO (stereo not drawn)
 : 1.3	11	-14	0.025	3	-4	-2	3	4
CCOC(=O)c1ccccc1N1C(=O)CSC1=S
 : -0.8	7	-17[20 µM]	1	-22	-5	-26	-85	0
CCOc1ccccc1N1CCN(Cc2ccc(OC)c(OC)c2OC)CC1
 : -1.6	7	-18[20 µM]	1.2	-7	5	7	-8	0
CCCOC(=O)c1ccc(-n2nnnc2SCC(=O)N2CCCCC2)cc1
 : 0.6	1	-34	-0.95	4	-1	-15	1	-21
Cc1cc(S(=O)(=O)Nc2c(C)ccc3nsnc23)ccc1F
 : 1.2	15	-15[20 µM]	0.46	-7	-6	20	-24	-11
Cc1cccc(NC(=O)COc2ccc3oc4c(c3c2)CCCC4)n1
 : -0.8	13	-15[20 µM]	.	4	2	9	0	2
O=C(c1ccccc1)c1ccccc1NC(=O)C1CCCN1Cc1ccccc1 (stereo not drawn)
 : 0.8	8	-26	-1	-6	-7	26	1	0
CC(Oc1ccc(F)cc1)C(=O)NN (stereo not drawn)
 : -0.2	6	-21	1.2	5	6	7	-5	-8
Cc1noc(C)c1C(=O)N1CC(C)OC(C)C1 (stereo not drawn)
 : -0.2	8	-17[20 µM]	.	-27	-4	12	8	-7
CCOc1ccc(NC(=O)CN(c2ccc([N+](=O)[O-])cc2)S(=O)(=O)c2ccccc2)cc1
 : -1.1	3	-5	-3.1	0	-5	25	-10	-7
Cc1csc(NC(=O)c2ccc(C)c(S(=O)(=O)N3CCOCC3)c2)n1
 : 0.0	0	-17	0.11	-15	9	-9	-10	-5
O=S(=O)(NCCCCCNS(=O)(=O)c1ccc(F)cc1)c1ccc(F)cc1
 : -1.0	-2	-15	-1.1	-1	3	14	4	-3
Cn1c(N=NC(=O)c2ccccc2)c(O)c2ccccc21
 : -1.1	2	-6	-0.26	4	5	7	-20	-8
COCCn1c(NC(=S)NC(=O)C23CC4CC(CC(C4)C2)C3)cc(=O)[nH]c1=O
 : 1.4	6	-19	.	3	0	17	4	0
CCOC(=O)c1ccc(NC(=O)CN2C(=O)C(CC)SC(CC)C2=O)cc1 (stereo not drawn)
 : 0.7	1	-28	-0.53	2	-2	2	4	-2
O=S(=O)(NCCNS(=O)(=O)c1cccs1)c1cccs1
 : -0.3	14	-16	.	1	.	-7	-14	4
O=C(OCc1cnc(Cl)s1)c1cccc(Cl)c1Cl
 : 0.2	13	-18[20 µM]	0.03	-1	4	17	-33	-3
COc1ccc(CCNC(=O)CN(c2ccccc2OC)S(C)(=O)=O)cc1
 : 0.8	0	-13[20 µM]	-0.26	8	-3	27	7	1
COC(=O)Nc1cc(C(F)(F)F)ccc1N1CCN(c2ccccc2)CC1
 : 0.7	4	-17[20 µM]	-0.0049	1	-6	-23	-10	-3
Cc1nc(-c2ccc(Cl)cc2)sc1C1(C)CC(c2ccc([N+](=O)[O-])cc2)=NO1 (stereo not drawn)
 : .	17	-14	0.041	0	-2	7	-1	-3

Printed as active in KCC2 mod, of those listed so far:
Structure,PERK inh,FXIIa inh,Furin inh,KCC2 mod,FXIa inh 1536,Calpain2 inh,hK5 inh,Thrombin inh
COC(=O)C(C)N(C(=O)c1cccc2ccccc12)c1c(C)cccc1C (stereo not drawn),-0.6,8,-14[20 µM],-3.7*,-5,-1,-17,-15

In the list so far, 7 contain a Cl atom:
Each structure is followed by: PERK inh	FXIIa inh	Furin inh	KCC2 mod	FXIa inh 1536	Rad51 HR inh	Calpain2 inh	hK5 inh	Thrombin inh
O=C(Nn1c(O)c(C=C2N=c3ccccc3=N2)sc1=S)c1cccc(Cl)c1
 : -0.5	9	-11[20 µM]	.	2	6	-11	3	3
COC(=O)c1sccc1NC(=O)/C=C\c1ccc(Cl)cc1Cl
 : 0.3	8	-10[20 µM]	1.4	-2	11	-18	-9	-2
Cc1cc(C)nc(N(C#N)Cc2ccccc2Cl)n1
 : 1.5	2	-30	0.18	-9	3	11	-4	-7
Cc1cc(OCC(=O)Nc2ccc(S(=O)(=O)N3CCN(C)CC3)cc2)ccc1Cl
 : -0.4	12	-20[20 µM]	-0.4	9	-1	9	-10	2
CC1(C)NC(=O)N(c2ccccc2Cl)C1(C)NO (stereo not drawn)
 : 1.3	11	-14	0.025	3	-4	-2	3	4
O=C(OCc1cnc(Cl)s1)c1cccc(Cl)c1Cl
 : 0.2	13	-18[20 µM]	0.03	-1	4	17	-33	-3
Cc1nc(-c2ccc(Cl)cc2)sc1C1(C)CC(c2ccc([N+](=O)[O-])cc2)=NO1 (stereo not drawn)
 : .	17	-14	0.041	0	-2	7	-1	-3

Source: PubChem (several laboratories)

A portion of the library (hit frequency here may not be typical).
